KB-3-1 cytotox: qHTS assay for MDR1-selective chemotherapeutics: Primary screen using the parental adenocarcinoma cell KB-3-1; KB-3-1 viability, CellTiter-Glo ATP luminescence, 72 h; Potency, µM (top dose mostly 46.1 µM), for inactives: top-dose activity change, negative = cytotoxic, usual class: cytotoxic; 1.4% of 400,000 active; AID 1347075, 2019; note: % is set by controls: 0 for no effect and ±100 for the full control effect; nearly all actives have a fitted effect of over 60% in size
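KB-3-1 cells, DMEM (no phenol red) + 10% FBS; compound by pin transfer, 72 h, 37 °C. Readout: CellTiter-Glo luminescence after 10 min. Data normalized, curve-fitted.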
HT1080-NT tox: qHTS for induction of synthetic lethality in tumor cells producing 2HG: qHTS for the HT-1080-NT fibrosarcoma cell line. Potency, µM (top dose mostly 46.1 µM), without a hit: at the highest dose activity, negative = less viability, actives largely listed as cytotoxic. 1.6% of 360,000 active. HT-1080-NT fibrosarcoma viability, CellTiter-Glo ATP luminescence, 48 h. AID 686970, 2013;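 note: NT is the 2HG producing partner of a matched IDH1 knockdown line; 0% = DMSO-treated cells and -100% = media-only wells without cells; nearly all actives have a fitted effect of over 55% in size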
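Fibrosarcoma NT cells, 750 per well in 5% FBS RPMI, were exposed to compound for 48 hours. Viability: CellTiter-Glo luminescence.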
KB-V1 cytotox: qHTS assay for MDR1-selective chemotherapeutics: Primary screen using the drug-selected MDR subline cells KB-V1; KB-V1 MDR cells viability, CellTiter-Glo, 72 h; Potency, µM (titrated, usually from 46.1 µM), for the others: at the highest dose activity change, negative = cytotoxicity, most hits filed as cytotoxic; 3.4% of 400,000 active; note: % is set by controls: 0 for no effect and ±100 for the full control effect; nearly all actives have a fitted effect of over 60% in size
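Potencies derive from concentration-effect curves fitted to normalized luminescence (CellTiter-Glo) of KB-V1 cells treated for 72 h at 37 degrees C in phenol-red-free DMEM containing 10% FBS.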
GLP-1R inv ag: qHTS of GLP-1 Receptor Inverse Agonists (Inhibition Mode); Glucagon-like peptide 1 receptor (Homo sapiens), P43220; HEK293 GLP-1R CRE-luciferase, luminescence, 24 h; GLP-1R form is constitutively active; Potency, µM (doses to about 38.3 µM), inactives show at the top dose activity change, negative = inhibition, hits mostly inhibitors; 1.6% of 410,000 active; AID 624417, 2012; note: % is set by controls: 0 for no effect and ±100 for the full control effect; nearly all actives have a fitted effect of over 55% in size
Target sequence (P43220 whole entry, looked up): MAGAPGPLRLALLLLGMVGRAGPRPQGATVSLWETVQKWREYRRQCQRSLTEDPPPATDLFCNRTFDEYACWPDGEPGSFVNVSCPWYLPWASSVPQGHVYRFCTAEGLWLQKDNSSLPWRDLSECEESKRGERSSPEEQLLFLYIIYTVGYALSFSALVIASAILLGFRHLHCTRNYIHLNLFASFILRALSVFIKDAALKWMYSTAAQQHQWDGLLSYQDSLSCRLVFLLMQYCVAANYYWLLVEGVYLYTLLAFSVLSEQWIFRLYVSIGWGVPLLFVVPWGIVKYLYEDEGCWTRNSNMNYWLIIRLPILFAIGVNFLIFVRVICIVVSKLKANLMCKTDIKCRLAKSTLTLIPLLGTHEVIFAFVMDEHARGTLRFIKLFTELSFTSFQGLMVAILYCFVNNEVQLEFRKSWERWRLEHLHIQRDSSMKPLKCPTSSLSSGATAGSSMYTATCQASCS
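GLP-1R inverse agonism mode: basal reporter luminescence in engineered HEK293 cells measured after one day of compound exposure at 37 deg C, with a 12 min room-temperature detection step.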
SW480 rereplic: A quantitative high throughput screen for small molecules that induce DNA re-replication in SW480 colon adenocarcinoma cells. SW480 DNA re-replication, Hoechst DNA content imaging, 48 h. Potency, µM (highest dose often 46.1 µM), without a hit: top-dose re-replication activation, usual class: activators. 1.8% of 340,000 active. AID 624297, 2012; note: % of control where 0% means no effect; nearly all actives have a fitted effect of over 55% in size
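Compounds, transferred as 23 nL by pin tool, were incubated with cells for 48 hr; DNA content per nucleus was then quantified by Hoechst staining and fluorescence plate imaging.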
TDP-43 yeast inh: qHTS of TDP-43 Inhibitors; TDP-43 expressing yeast growth rescue, BacTiter-Glo, 24 h; Potency, µM (doses to about 46.1 µM), for the others: top-dose growth rescue (activation), usual class: activators; 1.8% of 410,000 active; note: % of control where 0% means no effect; nearly all actives have a fitted effect of over 50% in size
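Yeast cells expressing TDP-43 under galactose induction are exposed to compounds for 24 hr at 30 deg C. BacTiter-Glo luminescence measures growth, so protective compounds score as activators.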
HT1080 IDH1KD tx: qHTS for induction of synthetic lethality in tumor cells producing 2HG: qHTS for the HT-1080-IDH1KD cell line; HT-1080 IDH1 knockdown viability, ATP luminescence, 48 h; Potency, µM (top dose mostly 46.1 µM), for the others: top-dose activity, negative = toxicity, usual class: cytotoxic; 2% of 360,000 active;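 note: 0% = DMSO wells and -100% = cell-free medium wells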
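Luminescent ATP read-out (CellTiter-Glo, 10 min at room temperature) after 48 h compound exposure at 37 °C gave viability of IDH1-knockdown HT-1080 cells. Activity was normalised to DMSO and cell-free wells, then fitted as concentration-response curves.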
GLP1R cytotox: qHTS of GLP-1 Receptor Inverse Agonists: Cytotox Screen | HEK293 cAMP-luciferase reporter cells, luminescence, 24 h | Potency, µM (top dose mostly 38.3 µM), without a hit: top-dose activity change, negative = inhibition, most hits filed as inhibitors | 0.13% of 410,000 active | AID 624418, 2012;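 note: loss of luciferase light is scored as toxicity; % is set by controls: 0 for no effect and ±100 for the full control effect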
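Step one: seed cells (200 cells/uL, DMEM with 10% Nu serum, 1% pen-strep). Step two: 12-hour incubation at 37 deg C. Step three: pin 23 nL compound, incubate 24 hr. Step four: add luciferase reagent, read luminescence 12 min later.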
GLP1R ag: qHTS of GLP-1 Receptor Agonists. Glucagon-like peptide 1 receptor (Homo sapiens), P43220. HEK293 GLP-1R CRE-luciferase, luminescence, 4-6 h; cells express a hypersensitive GLP-1R form. Potency, µM (highest dose often 45.6 µM), for the others: at the highest dose activation, usual class: activators. 0.007% of 380,000 active. AID 624172, 2012; note: % of control where 0% means no effect
* marks the source's active call; other numbers are inactive results; u = inconclusive; x = not tested or not shown; & = joins results of further samples; ! = repeats disagree; [ ] = dose if it differs, or a comment. Calls come from the whole dose curve; as a rule, active = well fitted curve in the direction sought with a large enough effect; inconclusive = small, poorly fitted or top-dose-only effect, or another doubt; inactive = no such curve, though single readings can be large; an effect the other way counts as inactive or inconclusive. Potency is the fitted concentration of half-maximal effect. Rows are unselected; overall some 9.4% were active at least once.

| SMILES | KB-3-1 cytotox | HT1080-NT tox | KB-V1 cytotox | GLP-1R inv ag | SW480 rereplic | TDP-43 yeast inh | HT1080 IDH1KD tx | GLP1R cytotox | GLP1R ag |
| --- | --- | --- | --- | --- | --- | --- | --- | --- | --- |
| CCC1(CC)NC(=O)N(CC(=O)OCC(=O)Nc2ccccc2OC(F)F)C1=O | 2% | 4% | 3% | -8% | 0% | 16% | 10% | -25% | 1% |
| CN1CCN(CCC(=O)N/N=C/c2ccccn2)CC1 | -1% | 9% | 14% | 5% | -1% | -5% | 12% | -9% | -4% |
| CCCC1(c2ccccc2)NC(=O)N(CC(=O)Nc2sc(-c3ccccc3)cc2C(=O)OCC)C1=O (centres undefined) | u | 16µM* | u | 2% | 15% | 4% | 12µM* | -14% | -1% |
| Cc1ccc(CCNC(=O)c2cc3c(s2)-c2c(C)cccc2OC3)cc1 | u | x | -3% | 13% | x | -11%[9.22 µM] | x | 24% | x |
| CCCc1cc(=O)[nH]c(SCC(=O)N(CC)C2CCS(=O)(=O)C2)n1 (centres undefined) | 0% | 15% | 6% | 0% | -11% | -5% | 10% | 0% | -9% |
| CCOc1cccc(OCCCCn2cnc3ccccc3c2=O)c1 | 19% | 0% | -15% | -19%[7.66 µM] | 1% | 16% | 1% | -7%[7.66 µM] | 0% |
| O=C(Nc1ccc(N2CCN(C(=O)c3ccco3)CC2)cc1)c1ccccc1Br | -27% | 1% | -11% | -38% | -1% | 7% | 0% | -24% | -1% |
| CCN(Cc1nc(-c2ccccc2)no1)C(=O)c1ccco1 | 6% | 3% | 0% | -13% | -1% | 18% | -1% | -10% | 18% |
| C=C(C)Cn1c2ccc(NC(=O)CCc3cccnc3)cc2c(=O)n1C | 0% | 9% | 4% | 17% | x | 0% | 15% | -16% | -1% |
| Clc1ccccc1Cc1noc(CN2CCCCC2c2ccccn2)n1 (centres undefined) | 1% | 2% | -5% | u | -2% | -3% | 6% | 1% | -1% |
| COc1cc(CN2CCCC(C(=O)c3ccc(SC)cc3)C2)cc(Cl)c1O (centres undefined) | -19% | 1% | -6% | u | -7% | -14% | -9% | 3% | 9% |
| CS(=O)(=O)N1CCc2cc(C(=O)Nc3ccccc3Cl)ccc21 | 18% | 23% | -16% | 15% | -12%[1.84 µM] | x | 21% | -15% | -1% |
| O=C1Nc2ccccc2Nc2ccccc21 | 3% | 9% | -1% | 19% | -2% | 20% | 13% | 3% | -1% |
| Cc1nc(CNC(=O)C2CCC(=O)N(CCc3ccc(Cl)cc3)C2)sc1C (centres undefined) | -4% | 5% | u | -27% | -4% | u | -4% | -4% | -2% |
| Cc1ccc(-c2csc(N3CCC[C@@H]3C(=O)NCCn3c(-c4ccncc4)nc4ccccc43)n2)cc1 | u | -29% | -30% | 13µM* | 1% | 7% | -23% | -54% | -4% |
| CCOC(=O)CN(C(=O)c1ccccc1)c1ccccc1C | -4% | 22% | -5% | u | -25% | -1% | 2% | -18% | 0% |
| Cc1nnc(Sc2cc(C(=O)NC3CC3)c3ccccc3n2)s1 | -3% | 11% | -4% | -8% | -11% | -19% | 6% | -8% | 13% |
| N#Cc1nc(-c2ccco2)oc1NCCc1ccccc1 | 0% | -10% | 1% | 6% | -4% | -31%[inhibitor] | -8% | -13% | u |
| C[C@@H]1CN(S(=O)C(C)(C)C)[C@@H](CCO)/C1=C\c1ccccc1 (some centres undefined) | 0% | 12% | 0% | 0% | u | 17% | 7% | 6% | 1% |
| CC(CNC(=O)Cn1ccc2cc(S(=O)(=O)N3CCCCC3)ccc21)c1ccccc1 (centres undefined) | -7% | x | -3% | u | x | 25% | x | 3% | x |
| ClCC1CSC(=NC23CC4CC(CC(C4)C2)C3)O1 (centres undefined) | 1% | 0% | 0% | u | 20% | -9% | 2% | 4% | -1% |
| c1ccc2sc(NN=C3CCCC3)nc2c1 | -16% | -10% | u | u | 1% | u | 0% | -1% | -1% |
| Cc1ccc2c(c1)CCCN2C(=O)Nc1ccc2c(c1)OCO2 | 12% | -10% | 8% | -4% | 2% | 18% | -4% | -5% | 7% |
| CCOc1ccc(NC(=O)CN2CCN(CC(=O)c3ccc(OC)c(OC)c3)CC2)cc1 | 22% | -5% | -7% | 2% | -3% | 2% | -1% | -11% | 5% |
| O=C(CSc1nc(C2CC2)nc2ccccc12)N1CCCCC1 | -1% | -15% | -11% | u | 15% | -10% | -18% | -28% | 16% |
| Cc1cc(NC(=O)c2ccccc2F)cc(C)c1OCC(=O)N1CCOCC1 | u | -9% | u | 22% | -12% | 14% | 0% | -5% | 4% |
| O=C(NNC(=O)C1CCN(S(=O)(=O)c2cccc(C(F)(F)F)c2)CC1)C1CC1 | 7% | 7% | 11% | -12% | -5% | -18% | 11% | 3% | 0% |
| Cc1ccc(C(=O)NCC(=O)N/N=C/c2cccs2)cc1[N+](=O)[O-] | 20% | 2% | -6% | 16% | -22% | 15% | -4% | 12% | -4% |
| Cc1cc(NC(=O)C2=C(O)c3ccccc3S(=O)(=O)N2C)no1 | 0% | 12% | 6% | -4% | -13%&-13% | 24% | 4% | -9% | -2%&-2% |
| CC(=O)c1ccc(N2CCN(CC(=O)Nc3ccccc3C(=O)NC3CC3)CC2)c(F)c1 | 5% | -3%[9.24 µM] | -2% | -9% | -7% | 5% | -1% | 0% | 8% |
| O=C(NNC(=O)c1ccccc1Br)c1cnccn1 | -14% | -17% | u | -3% | -9% | 16% | u | -11% | -3% |
| O=C(O)c1cccc2c1C(=O)N(Cc1ccccc1)C2 | 5% | 1% | 3% | 16% | -7%[9.22 µM] | 18% | 17% | 5% | -7% |
| CC(C)(C)n1nnnc1C(c1cccs1)N1CCN(Cc2ccc3c(c2)OCO3)CC1 (centres undefined) | -25% | 6% | u | -23% | 1% | 10% | 5% | -10% | 3% |
| CCOC(=O)CSc1nnc(CNC(=O)c2cccs2)n1Cc1ccccc1 | -1% | 7% | -2% | 6% | -3% | 22% | 23% | -1% | 1% |
| COc1ccc(OC)c(NC(=O)[C@H](CSCc2ccccc2)N2Cc3ccccc3C2=O)c1 | -8% | x | -6% | u | x | 2% | x | -3% | 1% |
| CCCCNC(=O)O[C@@H]1C[C@@H]2CCN3C(=O)CCC[C@H]([C@H]1CC)[C@H]23 | -1%&-19% | 15% | 21µM*! | 7% | -12% | 29% | 13% | -15% | -4% |
| CCOC(=O)/C(=C\C=C\N1CCOCC1)C(C)=O | -7% | -10% | -4% | 7% | -12% | 9% | 0% | u | 1% |
| COc1ccccc1OCC(=O)Nc1ccc2c(c1)C(=O)N(CC1CCCO1)C2=O (centres undefined) | 13% | 6% | -23% | 9% | -10% | 17%[9.22 µM] | 2% | 2% | -3% |
| COc1cc(/C=N/c2oc(C)c(C)c2C#N)cc(Br)c1O | 2% | 9% | 17% | 13% | 1% | -9% | 0% | -4% | -6% |
| CCn1c(CSc2nc3ccccc3s2)nnc1SCC(=O)c1ccc(O)c(O)c1 | -1% | u | u | u | 0% | -16% | u | -41% | 0% |
| CS(=O)(=O)c1ccccc1C(=O)N1CCN(S(=O)(=O)c2ccc(C3CCCCC3)cc2)CC1 | -1% | 0% | -35% | 10µM* | u | 10% | -22% | -7% | -1% |
| Cc1sc2ncn(CCn3cnc4sc(C)c(C)c4c3=O)c(=O)c2c1C | -2% | -1% | -38% | 5µM* | -3% | -2% | 0% | -11% | -1% |
| Cc1nc(-c2ccc(S(=O)(=O)N3CCCCCC3)cc2)cs1 | 0% | -17% | -13% | u | 0% | 6% | -19% | -7% | u |
| COc1ccccc1CNC(=O)C1CCN(Cc2nc(-c3ccc(OC)c(OC)c3)oc2C)CC1 | -18% | x | -5% | 2% | x | -8% | x | 8% | x |
| CN(CCc1ccccc1)C(=O)c1ccc(NC(=O)Cc2ccc([N+](=O)[O-])cc2)cc1 | u | -4% | 3% | u | -2% | 8% | -3% | -9% | -4% |
| Cc1ccc(CSCc2nc3ccccc3[nH]2)cc1 | -11% | -1% | -24% | u | u | -12%[0.397 µM] | u | u | 19% |
| CCCn1nc(C(=O)NCC2COc3ccccc3O2)c2ccccc2c1=O (centres undefined) | 1% | -9% | 7.3µM* | -25% | -32%[inhibitor] | 22µM* | 3% | 3% | 17% |
| CCCCc1ccc(NC(=O)CSC2=NN3CCCC(=O)N=C3S2)cc1 | -9% | u | u | u | -2% | 3% | u | -1% | 16% |
| Fc1ccc(-c2noc3ncnc(NCc4ccc(Cl)cc4)c23)cc1 | 0% | x | -4% | 12% | x | u | x | 5% | x |
| C=CCn1c(C)cc(-c2csc(NC(=O)C3CCN(c4ncnc5sc(C)c(C)c45)CC3)n2)c1C | 0% | -5% | -19% | 21% | -19% | 20% | 1% | -3% | -6% |
| CS(=O)(=O)N1CC(C(=O)NC2CCCC2)Oc2ccc(Cl)cc21 (centres undefined) | -21% | -1% | u | 0% | -8% | 30% | 6% | -16% | 6% |

Full records, quoted from the list. Order of values: KB-3-1 cytotox, HT1080-NT tox, KB-V1 cytotox, GLP-1R inv ag, SW480 rereplic, TDP-43 yeast inh, HT1080 IDH1KD tx, GLP1R cytotox, GLP1R ag
COc1ccccc1CNC(=O)C1CCN(Cc2nc(-c3ccc(OC)c(OC)c3)oc2C)CC1 is listed with -18%, x, -5%, 2%, x, -8%, x, 8%, x
Cc1ccc(CSCc2nc3ccccc3[nH]2)cc1 is listed with -11%, -1%, -24%, u, u, -12%[0.397 µM], u, u, 19%
